Source: PubChem BioAssay
NSD2 HMT inh = NSD2 (human) methyltransferase inhibition; O96028; NSD2 peptide methylation, AlphaScreen, 120 min; inhibition, % at 12.5 µM; 0.54% of 310,000 active; in the data active = inhibition above about 50%
SR-BI HDL uptake = inhibitors of mouse SR-BI mediated HDL lipid uptake; Q61009; ldlA[mSR-BI] CHO cells, DiI-HDL uptake fluorescence, 3 h; inhibition, % at 12.5 µM; 0.96% of 320,000 active;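 active = mean replicate inhibition of at least 70% and a set share of replicates each scoring 70 or more; inconclusive = meets just one of the two criteria; inactive = fails both criteria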;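 note: 0% = median of neutral control wells and 100% = median of positive control wells; values of inactives mirror those of a sister screen read the other way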
Wnt act = activates Wnt/beta-catenin signaling in a reporter cell assay | activation, % at 9.35 µM | 1.2% of 300,000 active | activator, plate reader; in the data active = activation above about 30%, passing the limit was not always enough; inconclusive = no clear call, values can overlap the other calls;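 note: 0% = neutral control wells and 100% = positive control wells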
HTR5A ag ctr = activates human HTR5A in OPRM1-OPRD1 agonist counter-screen | P47898 | HTR5A agonist assay, luminescence, cell-based | activation, % at 9.3 µM | 0.61% of 340,000 active | AID 504692; in the data active = activation mostly above about 9.5%, no sharp cut-off; inactive = mostly below about 7.6%;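 note: 0% = cells with vehicle only and 100% = reference agonist; strong numbers were not always called active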
MITF TRPM1 HTS = MITF TRPM1 promoter activation in melanoma cells; SK-MEL-5 TRPM1-promoter luciferase, 24 h; % of positive control, neutral wells = 0; activation, % at 12.5 µM; 0.75% of 300,000 active; AID 588334;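 active = mean activation of at least 80% with every replicate also reaching 80%; inconclusive = mean reaches 80% but some replicate falls short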;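 note: 0% = neutral control wells and 100% = parthenolide positive control wells; values of inactives mirror those of a sister screen read the other way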
dFosB act = mouse delta FosB homodimer activation | activation, % at 25 µM | purified delta FosB, TAMRA-CDK5 oligo fluorescence polarization; percent of positive-control signal above neutral wells | P13346 | 0.99% of 340,000 active;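 active = mean activation above about 17%, with every replicate also reaching it, limit read from the data, passing the limit was not always enough; inconclusive = only one of the two conditions met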;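 note: fluorescence polarization rise as delta FosB binds a TAMRA Cdk5 AP-1 oligo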
V-ATPase pHluor = yeast V-ATPase proton transport regulation by pHLuorin | S. cerevisiae, pHLuorin cytosolic pH fluorescence | response, % at 10 µM | 0.37% of 350,000 active; in the data active = response mostly above about 7.3%, no sharp cut-off; inactive = mostly below about 5.4%; note: actives read high; inactives centre near 0; some compounds called inactive have numbers as strong as hits; reference of the scale not given here
PvdQ inh = P. aeruginosa PvdQ acylase inhibition. purified PvdQ acylase, fluorescence plate reader. inhibition, % at 10 µM. 0.063% of 340,000 active. AID 488965; in the data active = inhibition above about 30%, passing the limit was not always enough; inconclusive = no clear call, values can overlap the other calls;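 note: 0% = vehicle neutral wells and 100% = reference inhibitor wells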
HTR5A inv ctr = counter-screen for OPRM1-OPRD1 inverse agonists: human HTR5A inverse agonism; HTR5A cell line, luminescence; 0.083% of 340,000 active; inhibition, % at 9.3 µM; P47898; in the data active = inhibition mostly above about 23%, no sharp cut-off; inactive = mostly below about 18%;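 note: 0% = cells with DMSO and 100% = no-cell wells with DMSO; some compounds called inactive have numbers as strong as hits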
CDK5 inh = blocks human CDK5/p35 kinase activity; Recombinant CDK5/p35, ADP-Glo luminescence, 60 min; inhibition, % at 10 µM; 0.01% of 330,000 active; Q00535+Q15078;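 active = highest replicate inhibition of at least 50% and at least 75% of replicates reaching 50%; inconclusive = only one of the two criteria met; inactive = both criteria failed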;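 note: plate controls were DMSO neutral control for no effect and GW8510 at 10 µM for full effect; many of its hits are not listed in these tables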
Starred values were filed as active, the others as inactive; ? = inconclusive; · = not tested or not shown.

SMILES	NSD2 HMT inh	SR-BI HDL uptake	Wnt act	HTR5A ag ctr	MITF TRPM1 HTS	dFosB act	V-ATPase pHluor	PvdQ inh	HTR5A inv ctr	CDK5 inh
Cc1ccc(-n2nc3c(N4CCC(C(=O)NCCc5cccs5)CC4)nnc(C)c3c2C)cc1	-3.7	20.6	-1.5	1.0	-89.0	-0.6	-0.5	-12.8	-4.1	·
Cc1cc(=O)oc2c(C)c(OC(C)C(=O)NCc3ccccn3)ccc12 (stereo not given)	-1.7	19.2	2.3	-1.1	0.6	-12.0	3.9	-7.2	-11.8	1.1
O=C(Nc1cccc(Cl)c1)N(CCN1CCOCC1)Cc1ccccc1F	-1.5	-12.3	·	5.3	·	-6.5	-0.1	3.3	-16.2	-0.1
Cc1ccc(-c2nnn(CC(=O)N(CCO)C(C(=O)NC3CCCC3)c3ccc(F)cc3)n2)o1 (stereo not given)	-0.6	-11.9	-2.3	-2.7	0.1	-8.2	-2.2	-22.8	6.9	-8.9
COc1ccc(-c2cnn(C3CCS(=O)(=O)C3)c2N)cc1 (stereo not given)	-4.0	-16.8	·	-1.0	13.1	-3.1	0.4	-18.7	3.6	-0.1
COc1ccc(-c2c(C(=O)O)c(C(=O)O)c3n2CCC3)cc1	2.7	4.4	2.5	1.9	4.2	10.4	-3.3	0.6	-7.0	1.4
Cc1cc(C)n2nc(SCc3nnc(SCc4ccccc4C)s3)nc2n1	-2.3	12.9	-2.5	7.0	8.2	-12.8	2.7	-15.8	-44.1	1.0
COc1ccc(C(NC(=O)c2ccccc2F)NC(=O)c2ccccc2F)cc1	-0.5	2.5	-6.9	0.6	7.4	-3.6	1.2	-3.7	-5.9	0.7
COc1ccccc1NCCC(=O)OCC(=O)Nc1ccccc1Cl	2.8	3.1	5.2	-5.6	0.9	2.6	-0.8	-9.8	21.8	0.3
CCOC(=O)Cc1csc(SCC(=O)N(CC(C)C)c2c(N)n(Cc3ccccc3)c(=O)[nH]c2=O)n1	2.8	-5.5	-1.5	1.0	2.5	2.4	-0.5	-7.0	-2.9	-0.3
COc1ccc(C(=O)NNC2CC(=O)N(Cc3ccc(Cl)cc3)C2=O)cc1OC (stereo not given)	-3.2	26.0	·	2.3	-8.7	-6.3	4.1	16.5	9.5	1.1
CCO[C@@H]1OC(C(=O)NCc2nc3ccccc3[nH]2)=C[C@H](C(C)(C)C)[C@H]1CCCO	·	9.4	-25.8	-8.1	-55.9	-19.3	-1.4	-8.9	21.7	-1.5
Cc1cccc(C=CC(=O)c2ccc(Cl)cc2)c1	-0.8	0.7	-1.6	-2.7	35.1	-4.8	13.7	1.7	11.0	-0.7
CCOC(=O)c1oc2ccccc2c1CSc1nnnn1-c1ccc(OC)cc1	-1.5	2.8	-0.4	-4.4	-9.5	0.2	-2.4	-5.2	11.1	-0.2
Cc1cc(C)n(Cc2ccc(C(=O)NN)o2)n1	-1.1	4.3	0.5	1.5	11.9	-0.1	0.9	-7.2	-3.7	-0.8
CCCCn1c(SCC(=O)N2CCOCC2)nnc1-c1ccoc1C	-0.4	6.0	·	1.6	0.0	0.2	-3.0	-18.1	7.0	1.6
CC(=O)c1c(N2CCOCC2)nc2ccc(Cl)cc2c1-c1ccccc1	-0.7	42.4	-2.0	-0.4	-7.2	6.8	4.2	-2.8	-7.9	1.9
COc1ccc2oc(C(=O)OCC(=O)N(C)Cc3ccccc3)c(C)c2c1	-5.9	-11.9	2.1	-0.3	11.5	-18.6	1.1	-12.5	1.0	1.1
Cc1ccc(C(=O)N/N=C2\CC3CC=CC23)c(C)c1 (stereo not given)	-3.6	-31.6	4.6	3.6	6.6	-5.3	1.1	0.6	-9.8	2.1
CN1c2cccc3cccc(c23)N(C)C1c1cccs1	0.1	-9.6	-5.2	3.9	-6.2	7.1	-0.4	-12.5	-10.5	-2.8
Cc1ccc(C(=O)NCCCNCCCN(C)C)cn1	2.9	-20.7	-5.0	3.8	·	2.8	1.6	-8.3	-11.6	-2.3
CCCCCCCCCc1nc2sc3c(c2c(=O)n1NC(=O)c1ccccc1[N+](=O)[O-])CC(C)(C)OC3	4.2	-11.2	-1.3	-4.4	-11.6	-0.3	-2.9	-6.7	10.8	-1.5
Cc1cccc(CN2CCN(Cc3nc4c(s3)CCCC4)CC2CCO)n1 (stereo not given)	-0.9	-13.1	-7.3	-2.8	-12.8	-8.2	2.0	-5.7	7.5	-5.3
CC(C)Cn1c(=S)[nH]c2cc(Cl)ccc21	2.9	1.6	11.9	-2.0	-9.4	·	-5.5	10.5	-24.9	-0.4
O=C(c1ncc[nH]1)c1ccccc1Cl	15.0	17.5	-0.5	-1.9	7.6	0.3	3.4	-4.9	6.8	2.1

Further structures.
SMILES	NSD2 HMT inh	SR-BI HDL uptake	Wnt act	HTR5A ag ctr	MITF TRPM1 HTS	dFosB act	V-ATPase pHluor	PvdQ inh	HTR5A inv ctr	CDK5 inh
O=C1NN(c2ccccc2)C(=O)C2C1C1C=CC2C12CC2 (stereo not given)	-3.5	-16.3	·	4.7	-2.8	-4.5	3.1	53.5*	-16.4	-1.7
CC(=O)N1CCN(S(=O)(=O)c2cccc(C(=O)OCC(=O)N3CC(=O)Nc4ccccc43)c2)CC1	3.5	-8.4	-1.6	1.4	9.1	-4.0	-2.2	-6.1	-29.4	-1.3
CCN(CC)CCN(C(=O)c1cc2ccccc2cc1OC)c1nc2ccc(F)cc2s1	6.3	17.0	-4.9	5.3	9.1	-9.0	-0.2	11.4	-21.6	-0.7
O=C(NCC1CCCO1)C1CCN(C2CCN(Cc3ccco3)CC2)CC1 (stereo not given)	-3.4	-20.6	-1.6	-3.7	6.8	1.8	1.9	12.2	10.3	0.2
CC(=O)c1ccc(S(=O)(=O)N(C)C(C)CCc2ccco2)cc1 (stereo not given)	-0.4	·	-0.1	-0.8	-8.3	-11.9	0.5	-13.5	2.8	0.3
Cc1cc(C)c2cc(C#N)c(SCC(=O)NCc3ccco3)nc2c1	-2.4	17.1	0.5	3.1	0.1	-11.6	-3.4	-4.4	18.0	-0.3
N#Cc1ccccc1CSc1ccccn1	·	-9.0	·	-3.4	14.4	0.6	-2.5	4.1	1.4	-1.0
CC(C)(C)OC(=O)CNC(=O)c1nc[nH]c1C(=O)N1CCc2ccccc2C1	·	-7.9	-2.4	-1.6	2.7	-5.9	2.9	-9.7	4.3	-0.5
COc1cccc(F)c1C(C[N+](=O)[O-])c1c(N)n(C)c(=O)n(C)c1=O (stereo not given)	9.5	-18.4	5.9	-2.8	·	4.5	-0.1	23.4	19.8	5.8
Cc1cc(C)cc(OCc2nnc(SCC(=O)c3ccccc3)o2)c1	-3.5	-18.0	·	2.3	-5.8	-4.9	-5.0	-16.5	-5.5	-0.5
O=C(Nc1ccc(N2CCOCC2)c(S(=O)(=O)Nc2ccc(Cl)cc2)c1)c1cnccn1	-1.7	·	-3.5	1.4	7.8	-8.4	-51.4	6.1	-6.5	-1.5
CC(=O)N1C2=CCCC3CCCCC23c2ccccc21 (stereo not given)	1.0	20.9	-1.0	0.3	3.2	-9.0	-85.6	-15.1	-1.1	0.1
Cn1c(CNc2ccc(Cl)cc2)nnc1SCCN1CCCCC1	1.4	-15.0	·	-1.3	12.1	-2.5	1.0	-14.4	3.2	-2.1
CC1(C)Cc2c(c(N3CCOCC3)nc3sc(C(=O)Nc4ccccc4)c(N)c23)CO1	9.5	57.7	33.6*	-2.4	10.6	-1.8	3.2	3.7	9.0	-1.3
CCC1CCCCN1S(=O)(=O)c1ccc(NC(=O)c2snnc2C)cc1 (stereo not given)	-1.0	28.3	9.1	-0.4	-2.3	-5.8	-3.3	4.6	7.7	0.3
O=C(NCCCN1CCOCC1)c1ccc2nc(Cc3cccc(Cl)c3)oc2c1	4.8	-18.4	-1.2	5.3	-3.3	-16.9	-3.8	-7.7	-7.5	0.6
CCOC(=O)C(=O)Nc1nnc(CCc2ccccc2)s1	·	11.2	-2.3	-0.2	-8.0	-1.7	-5.8	-15.4	1.9	1.4
O=C(Nc1nc2ccccc2n1CCN1CCOCC1)c1ccc(Cl)cc1	1.1	44.9	15.8	·	·	-12.1	2.7	-14.8	·	1.7
COc1cc(OC)c(C2SCCS2)c(OC)c1	0.8	-7.2	·	1.3	-3.1	4.7	-1.9	-21.0	-5.4	-1.0
Nc1ccc(N=Nc2ccccc2)c2ccccc12	4.9	5.7	-0.7	-1.1	-4.6	1.5	-2.2	3.1	4.0	0.9
CC(C)C(=O)O/N=C(\N)c1ccc(Oc2ccc(Cl)cc2)c([N+](=O)[O-])c1	1.0	-1.8	18.4	2.9	·	-13.6	2.7	6.4	-11.4	1.1
CCn1c(SCC(=O)c2ccc(O)c(O)c2)nnc1-c1ccccc1	10.5	·	·	1.5	30.9	0.5	-2.7	-16.7	-20.6	-1.2
Cc1cccc(OCC(=O)NNC(=O)CSc2ncc(C#N)c(N)n2)c1	-0.2	3.5	-0.5	-2.5	3.2	1.9	0.9	17.6	6.4	-1.3
Cc1ccc(NS(=O)(=O)c2ccc(N3C(=O)CCC3=O)cc2)cc1	-2.6	-12.9	0.3	-1.6	-6.1	0.1	1.6	-14.7	-12.2	-0.3
CCOc1ccc2nc(NC(=O)c3cccc(-c4cc5ccccc5oc4=O)c3)sc2c1	17.8	67.1	-1.4	-0.9	-34.2	1.4	0.5	-13.1	3.2	-4.1

Following part
SMILES	NSD2 HMT inh	SR-BI HDL uptake	Wnt act	HTR5A ag ctr	MITF TRPM1 HTS	dFosB act	V-ATPase pHluor	PvdQ inh	HTR5A inv ctr	CDK5 inh
O=C(N/N=C/c1cn(Cc2cccc(F)c2)c2ccccc12)c1cc(O)cc(O)c1	7.6	-5.5	2.1	17.4*	-4.5	-18.0	-5.7	8.4	-44.7	-2.5
CC1CC(C)(C)CC2(C1)NC(=O)N(CC(=O)N(C)Cc1nc3ccccc3c(=O)[nH]1)C2=O (stereo not given)	-1.1	-8.1	?	2.8	6.0	-10.2	3.9	-13.7	-7.0	-0.4
Cc1cccc[n+]1C1C(c2ccc([N+](=O)[O-])cc2)C(C#N)=C(C(=C=[N-])C#N)NC1(O)C1CC1 (stereo not given)	4.4	-7.2	-0.2	-3.8	1.8	-25.2	1.3	-6.7	10.8	-1.0
O=C(O)CCSc1nnc(SCC(=O)NC2CCS(=O)(=O)C2)s1 (stereo not given)	-0.8	-10.9	2.4	0.2	1.4	7.7	-2.5	-2.2	-0.9	0.7
Cc1cc(C)n(CC(=O)NN)n1	-4.9	1.6	-2.5	0.5	-4.2	-2.9	-0.3	-13.6	9.1	-0.4
Cc1cc(C(=O)OCC(=O)N(C)c2ccccc2)ccc1[N+](=O)[O-]	2.5	1.9	-0.3	0.9	-3.5	-1.7	11.5	-13.4	-2.6	-0.8
CC1=C(C(=O)Nc2cccc(C(=O)N3CCC(C(N)=O)CC3)c2)SCCO1	5.0	-7.0	-2.0	-3.3	-0.4	-3.1	1.4	-2.4	-0.6	0.6
Cc1ccc(C)c(S(=O)(=O)N2CCN(C(=O)CCC(=O)c3cc(C)sc3C)CC2)c1	2.0	36.8	-4.6	6.5	-1.0	-2.3	-2.2	-18.0	-15.9	0.3
